Compound activity as filed in PubChem.
TRHR enhancer = allosteric enhancers of human TRH receptor; TRHR cells, fluo-8 calcium fluorescence, EC20 TRH enhancement; enhancement, % at 2 µM; actives 0.66% (n = 360,000); in the data active = enhancement above about 30%; also: 0% is about no effect
Target sequence (P34981 whole entry, looked up): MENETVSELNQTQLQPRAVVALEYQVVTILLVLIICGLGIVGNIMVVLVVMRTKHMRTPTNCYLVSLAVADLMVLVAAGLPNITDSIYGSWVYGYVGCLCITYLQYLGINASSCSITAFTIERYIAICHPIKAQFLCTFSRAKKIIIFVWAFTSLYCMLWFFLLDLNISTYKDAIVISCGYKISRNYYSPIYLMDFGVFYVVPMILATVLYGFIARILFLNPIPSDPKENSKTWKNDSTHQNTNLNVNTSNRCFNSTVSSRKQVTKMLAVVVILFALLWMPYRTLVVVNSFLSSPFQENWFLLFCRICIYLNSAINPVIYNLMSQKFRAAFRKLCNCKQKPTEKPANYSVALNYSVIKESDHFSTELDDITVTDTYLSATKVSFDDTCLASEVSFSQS
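Enhancer read-out: after compound pinning and an initial kinetic agonist-mode read, an EC20 of TRH (10 nM final) was injected and fluo-8 calcium signal (Ex 480/Em 530) followed at 1 s/cycle for 100 cycles in TRHR-expressing cells.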
D2 antag = antagonizes the human D2 dopamine receptor. P14416. HEK293 TREx D2 cells, calcium flux, dopamine EC80. inhibition, % at 10 µM. actives 2% (n = 340,000). AID 485344; in the data active = inhibition above about 30%; also: 0% is about no effect
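Calcium flux kinetic readout in an inducible HEK293 TREx D2 line plated overnight at 30 C. After 180 s compound exposure, an EC80 dopamine challenge follows with another 180 s kinetic read to detect antagonism.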
rTrxR1 inhibitor = rat TrxR1 inhibition; O89049; recombinant rTrxR1, NADPH fluorescence consumption, selenite substrate; Potency, µM (series often up to 114 µM), for inactives: top-dose activity change, negative = inhibition, most hits filed as inhibitors; actives 1% (n = 390,000); AID 588453; also: potency is read from the fitted curve at half-maximal effect; % is scaled to controls: 0 for no effect and ±100 for the full control effect; nearly all actives have a fitted effect of over 65% in size
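Rat TrxR1 (90 nM in the dispensed reagent) was pre-reduced with 400 uM NADPH for 5 min at room temperature, then incubated with compound for 15 min. After 400 uM selenite was added, NADPH fluorescence (Ex 340/Em 450 nm) was followed for 8 min.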
D2 agonist = activates the human D2 dopamine receptor; P14416; HEK293 T-REx D2 cells, calcium flux agonist mode; activation, % at 2 µM; actives 0.53% (n = 340,000); AID 485358;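 active = activation over 3 SD above normal in the single-dose calcium agonist read, cut at about 30% in these data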; also: 0% is about no effect
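In this primary screen, compounds producing a positive calcium signal within 180 s of addition to tetracycline-induced, force-coupled HEK293 Trex D2 cells are flagged; cells are dye-loaded with a no-wash calcium kit beforehand.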
TrxR1 substrate = substrates of rat thioredoxin reductase 1; O89049; purified TrxR1 substrate turnover, NADPH consumption readout; Potency, µM (series often up to 114 µM), inactives show at the highest dose activity change, negative = substrate turnover; actives 0.01% (n = 390,000); AID 588456; also: potency is read from the fitted curve at half-maximal effect; % is scaled to controls: 0 for no effect and ±100 for the full control effect; nearly all actives have a fitted effect of over 50% in size
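Rat TrxR1, dispensed at 90 nM, was prereduced with 400 uM NADPH (final) for 5 min at ~22 deg C, then incubated with compound 15 min before 400 uM selenite. A first-read NADPH fluorescence drop versus no-compound background flagged substrates.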
Pin1 inhibitor = inhibitors of human Pin1; Q13526; Pin1 FP peptide displacement, HiFluor488, 10 min; Potency, µM (doses to about 115 µM), inactives show at the top dose activity, negative = inhibition, hits mostly inhibitors; actives 0.009% (n = 390,000); AID 504891; active = well fitted inhibition curve with a large enough effect in the polarisation, with a control signal flat, not every such curve was filed as active; inconclusive = small, poorly fitted or top-dose-only effect, or effect the other way, or a change in a side signal; inactive = no such curve, though single readings can be large or run the other way; the % refers to the polarisation; also: potency is read from the fitted curve at half-maximal effect; % is scaled to controls: 0 for no effect and ±100 for the full control effect
Target sequence (Q13526 whole entry, looked up): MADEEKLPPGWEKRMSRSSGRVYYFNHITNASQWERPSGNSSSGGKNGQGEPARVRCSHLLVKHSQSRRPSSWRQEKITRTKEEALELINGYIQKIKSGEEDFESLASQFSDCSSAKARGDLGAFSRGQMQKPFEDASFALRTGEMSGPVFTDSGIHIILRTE
TRHR agonist = activates the human TRH receptor; actives 0.18% (n = 360,000); activation, % at 2 µM; TRHR cells, calcium flux fluo-8, FDSS agonist mode; P34981; in the data active = activation above about 30%; also: 0% is about no effect
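Read-out: compound-evoked intracellular calcium rise in TRHR cells, fluo-8 dye, kinetic FDSS fluorescence at 1 s/cycle following a 10-cycle baseline. Cells cultured overnight before dye loading (30 min–1.5 h, RT).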
mIDH1 inhibitor = blocks human mutant IDH1 R132H enzyme; IDH1-R132H enzyme, NADPH consumption, diaphorase/resazurin fluorescence; Potency, µM (highest dose often 76.6 µM), for inactives: at the top dose activity change, negative = inhibition, hits mostly inhibitors; O75874; AID 602179; actives 0.093% (n = 390,000); also: potency is read from the fitted curve at half-maximal effect; % is scaled to controls: 0 for no effect and ±100 for the full control effect; nearly all actives have a fitted effect of over 65% in size
Target sequence (O75874 whole entry R132H, stated change not applied): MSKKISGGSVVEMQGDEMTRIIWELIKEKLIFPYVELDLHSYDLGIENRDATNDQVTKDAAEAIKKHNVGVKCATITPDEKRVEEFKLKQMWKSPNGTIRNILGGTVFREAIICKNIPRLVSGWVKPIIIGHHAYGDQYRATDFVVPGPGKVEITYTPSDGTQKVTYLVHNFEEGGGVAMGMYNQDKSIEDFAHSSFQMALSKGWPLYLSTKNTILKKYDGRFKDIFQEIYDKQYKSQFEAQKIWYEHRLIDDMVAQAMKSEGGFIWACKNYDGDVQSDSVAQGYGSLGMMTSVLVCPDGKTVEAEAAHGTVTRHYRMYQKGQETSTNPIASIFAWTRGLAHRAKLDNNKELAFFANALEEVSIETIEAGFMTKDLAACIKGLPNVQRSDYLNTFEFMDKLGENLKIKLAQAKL
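IDH1-R132H (0.5 ug/mL dispensed) in pH 7.5 Tris buffer was preincubated 30 min with compound, then given a substrate mix of 0.016 mM NADPH and 2 mM alpha-KG for 80 min at room temperature; remaining NADPH was read by diaphorase/resazurin fluorescence.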
USP1-UAF1 inh = USP1/UAF1 (human) deubiquitinase inhibition | O94782 | recombinant USP1/UAF1, Ub-Rhodamine cleavage fluorescence | Potency, µM (top dose mostly 57.1 µM), for inactives: at the highest dose activity change, negative = inhibition, actives largely listed as inhibitors | actives 0.23% (n = 390,000) | AID 743255; also: potency is read from the fitted curve at half-maximal effect; % is scaled to controls: 0 for no effect and ±100 for the full control effect; nearly all actives have a fitted effect of over 60% in size; inactives centre near -12
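High-throughput fluorogenic screen: 1nM USP1/UAF1 complex, Ub-Rho substrate 150nM final, 50mM HEPES pH 7.8 with 0.5mM EDTA, 0.1 mg/ml BSA, 1mM TCEP and 0.01% Tween-20.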
Starred values were filed as active, the others as inactive; ? = inconclusive; . = no result given; & = joins results of further samples; [ ] = another dose, or the depositor's remark. Unless noted, calls follow the shape of the dose curve; as a rule, active = well fitted inhibition curve with a large enough effect; inconclusive = small, poorly fitted or top-dose-only effect; inactive = no such curve, though single readings can be large or run the other way. A portion of the library, so the mix of outcomes need not match the whole.

Molecule	TRHR enhancer	D2 antag	rTrxR1 inhibitor	D2 agonist	TrxR1 substrate	Pin1 inhibitor	TRHR agonist	mIDH1 inhibitor	USP1-UAF1 inh
O=C(OCCOCCN=C1NS(=O)(=O)c2ccccc21)C1CC(=O)N(c2ccccc2)C1 (stereo not drawn)	1	7	5%	-0.4	-1%	1%	0.3	-4%	-18%
COC(=O)c1c(NC(=O)CCCOc2ccc(C)cc2)sc2c1CCCC2	0	.	-16%	-2.3	3%	6%	0.8	0%	-10%
Cn1nc(C(=O)NC2=NCCS2)ccc1=O	-4	.	-3%[57.1 µM]	.	5%[57.1 µM]	2%	0.7	-2%	4%
Cc1nc2nc(SCC(=O)O)nn2c(C)c1Cc1c(F)cccc1Cl	-6&1	4	10%	0.0&-0.2	10%&-5%[57.1 µM]	0%&4%	0.1&-0.5	-14%&-5%	?
O=C(NCCC(=O)N(CCc1ccccc1)Cc1ccccc1)c1ccc(Br)cc1	-3	2	-3%	0.0	-11%	4%	-0.1	0%	-19%
CC(C)(C)C1CCc2c(sc3c2C(=O)NC(c2ccco2)N3)C1 (stereo not drawn)	-2	17	?	0.2	11%	-1%	0.1	9%	-9%
COc1cccc(C(=O)Nc2cccc(C(=O)N3CCOCC3)c2)c1	-6	10	-3%	0.7	-10%	-6%	0.1	2%	-9%
C=CCn1c(Oc2cc(C)ccc2C)nc2c1c(=O)n(C)c(=O)n2C	-14	30*	17%	-0.6	11%	2%	-0.7	5%	0%
COc1ccc(Cn2c(-c3ccccc3)nc3c(c(=O)c4ccccc4n3C)c2=O)cc1	1	-2	15%	0.9	5%	27%	1.1	-6%	?
Cc1ccc(CNC(=O)CCS(=O)(=O)c2ccc3c(c2)CC(C)N3C(=O)C2CC2)cc1 (stereo not drawn)	2&-2	4	10%&9%	-0.2	11%&3%	-6%&-6%	0.0&-0.5	-7%&-10%	-16%&-19%
COC(=O)/C=c1/sc2nc3ccccc3n2c1=O	-7	5	-14%[57.1 µM]	1.2	-1%[57.1 µM]	-2%	0.8	9%	-17%
Cc1cccc(-n2ncc(C(=O)NCc3ccccn3)c2C2CCN(C(=O)OC(C)(C)C)CC2)c1	-5	.	24%	0.0	5%	-4%	-0.9	-11%	-13%
COc1cccc(/C=C2\SC(=O)N(CCC(=O)NNC(=O)c3ccccc3Cl)C2=O)c1	-4	-8	6%[57.1 µM]	0.2	36%	0%	-0.7	-2%	-15%
CC(=O)Nc1ccc(N2C(=O)CC(c3ccccc3)CC2=O)cc1	8	-39	14%[57.1 µM]	0.0	-11%	4%	-0.8	3%	-16%
CCCn1cc(S(=O)(=O)CC(=O)N2CCc3ccccc32)c2ccccc21	4	-3	7%	-0.4	-1%	0%	-1.4	5%	-1%
CCCCN(C(=O)c1c(CC)noc1C)c1c(N)n(CCC)c(=O)[nH]c1=O	-1	-6	-5%	0.3	-6%	-3%	0.7	4%	-16%
CC(=O)C1=C(O)C(=O)N(CC#N)C1c1cccs1 (stereo not drawn)	1	13	-34%	-0.9	-8%	2%	-0.1	-4%	-2%
Cc1ccc(C(=O)CC2SC(N)=NC2=O)cc1 (stereo not drawn)	5	-9	-2%	-0.3	-2%	-10%	0.2	-2%	3%
CCc1nnc(NC(=O)C(CC)c2ccccc2)s1 (stereo not drawn)	2	-3	14%	0.3	-3%	-4%	0.8	3%	-5%
O=C(NCc1ccccc1F)C(=O)NCC1CCCN1S(=O)(=O)c1cccs1 (stereo not drawn)	12	11	-3%	-0.2	-6%	-1%	0.0	2%	-14%
O=C(c1cnn(C(=O)c2ccccc2)c1)c1ccccc1O	3	-6	-32%	0.8	13%	-3%	3.7	-2%	-30%
C/C=C/c1ccc(OCC(=O)N(CCOC)c2c(N)n(CCCC)c(=O)[nH]c2=O)c(OC)c1	7	20	-7%	0.9	-7%	-1%	0.1	0%	7%
Cn1c(CSCc2ccccc2Cl)n[nH]c1=S	0	-32	-1%	-0.3	5%	-4%	-1.2	1%	-14%
CCCCN(C)CCCNC(=O)c1cccc(N2CCCC2=O)c1	-4	-15	9%[57.1 µM]	-0.6	7%	2%	0.3	6%	-5%
CCC(C)NC(=O)CN(C1CCCCC1)S(=O)(=O)c1ccc(F)cc1 (stereo not drawn)	-4	-8	-6%	0.4	-11%	-6%	1.4	-1%	-15%
O=C(CN(CCc1ccccc1)C(=O)CNS(=O)(=O)c1ccccc1)NCC1CCCO1 (stereo not drawn)	-3	-5	11%[57.1 µM]	-1.6	11%[57.1 µM]	-1%	-1.0	5%	-3%
O=C(CCN1CCN(c2ccc([N+](=O)[O-])cc2)CC1)c1ccc(Cl)cc1	-8	34*	7.1µM*	1.7	-9%	3%	0.7	0%	-25%
CSc1c2c(nc3ncnn13)CCC2	9	-2	-5%	0.3	5%[57.1 µM]	2%	-0.1	0%	-11%
CCOC(=O)C(NC(C)=O)C(=O)Nc1c(C)cccc1C (stereo not drawn)	17	-1	1%[57.1 µM]	1.2	5%[57.1 µM]	23%	0.8	4%	-16%
O=C1CC(c2nc3ccccc3[nH]2)CN1c1cccc(Cl)c1 (stereo not drawn)	1	.	8%	-0.2	2%	-5%	-0.5	-10%	-19%
Cc1ccc(NCc2n[nH]c(=S)n2-c2ccccc2)cc1Cl	-2	26	-9%[57.1 µM]	0.5	2%[57.1 µM]	0%	0.0	-1%	4%
Cc1cccc(NC(=S)NN2CCN(C)CC2)c1	-3	-19	-5%	-1.6	9%[57.1 µM]	-2%	-0.7	1%	-18%
O=C(CCNS(=O)(=O)c1ccc(Br)s1)NCc1ccccc1	-4	-6	10%	-0.6	-3%	0%	0.1	-17%	-8%
Nc1nc(C2CC2)c(Sc2sc(N)nc2C2CC2)s1	-1	-1	13%[57.1 µM]	0.8	-8%	-1%	0.6	-4%	-13%
C=C1CCc2c([nH]c3ccc(OCC(C)C)cc23)C1=O	-10	1	17%[57.1 µM]	-0.1	8%[57.1 µM]	-6%	0.1	?	-18%
CCc1ccc(-n2c(=O)c3ccccc3n(CC(=O)C(C)(C)C)c2=O)cc1	2	-2	12%	1.0	-3%	1%	0.0	2%	-20%
O=S(=O)(Cc1ccccc1)N1CCCC1	4	-6	5%	0.7	5%	2%	0.0	4%	-10%
Cc1cc(OCCCC(=O)NCCc2ccccn2)ccc1Cl	-3	15	26%	-3.1	-1%	-1%	1.0	-5%	-13%
COc1ccccc1Nc1nc2c(S(=O)(=O)c3ccc(C(C)C)cc3)nnn2c2ccsc12	37*	.	43%[activator]	0.3	67%[activator]	5%	-0.4	0%	-8%
O=C(O)CCCN=C1CCCc2ccccc2N1	6	-8	17%[57.1 µM]	0.4	9%[57.1 µM]	-7%	0.6	-2%	0%
COc1cccc2cc(C(=O)N3CCN(C/C=C/c4ccccc4)CC3)c(=O)oc12	8	4	1%	-0.5	3%	2%	-1.2	-2%	-2%
COc1cc(/C=C/C(=O)OCC(=O)NC2CCS(=O)(=O)C2)ccc1OC(F)F (stereo not drawn)	7	4	19%	0.8	18%	-4%	0.8	-19%	-12%
O=C(CN1C(=O)C2CCCCC2C1=O)N1CCN(c2ccccc2)CC1 (stereo not drawn)	2	8	12%	0.3	8%[57.1 µM]	-1%	0.0	12%	-4%
Cc1cc(C)n2nnnc2n1	-3	38*	11%[57.1 µM]	0.5	7%	-3%	0.0	29%	-13%
CCC(=O)NC(C)C(c1cccs1)N1CCOCC1 (stereo not drawn)	.	.	45%[activator]	.	-2%	-6%	.	3%	-12%
Cc1cccc(N2CCN(C(=O)c3nn(C)c4c3CS(=O)(=O)c3ccccc3-4)CC2C)c1 (stereo not drawn)	-12&16	-21	16%&0%	0.2&-1.0	-5%&-4%	?	-0.4&-0.2	-10%&-16%	?
CN(CCC#N)C(=O)c1ccc(CNS(=O)(=O)c2ccc(F)cc2)cc1	19	23	2%	0.7	-1%	-10%	-0.2	11%	-20%

Part of the list above, reformatted:
Below each SMILES – TRHR enhancer | D2 antag | rTrxR1 inhibitor | D2 agonist | TrxR1 substrate | Pin1 inhibitor | TRHR agonist | mIDH1 inhibitor | USP1-UAF1 inh
> COc1cccc2cc(C(=O)N3CCN(C/C=C/c4ccccc4)CC3)c(=O)oc12
 : 8 | 4 | 1% | -0.5 | 3% | 2% | -1.2 | -2% | -2%
> CC(=O)C1=C(O)C(=O)N(CC#N)C1c1cccs1 (stereo not drawn)
 : 1 | 13 | -34% | -0.9 | -8% | 2% | -0.1 | -4% | -2%

5 structures out of the list, ordered by SMILES length, low to high.
Molecule	TRHR enhancer	D2 antag	rTrxR1 inhibitor	D2 agonist	TrxR1 substrate	Pin1 inhibitor	TRHR agonist	mIDH1 inhibitor	USP1-UAF1 inh
O=S(=O)(Cc1ccccc1)N1CCCC1	4	-6	5%	0.7	5%	2%	0.0	4%	-10%
Cc1cccc(NC(=S)NN2CCN(C)CC2)c1	-3	-19	-5%	-1.6	9%[57.1 µM]	-2%	-0.7	1%	-18%
Cc1cc(OCCCC(=O)NCCc2ccccn2)ccc1Cl	-3	15	26%	-3.1	-1%	-1%	1.0	-5%	-13%
Cc1ccc(NCc2n[nH]c(=S)n2-c2ccccc2)cc1Cl	-2	26	-9%[57.1 µM]	0.5	2%[57.1 µM]	0%	0.0	-1%	4%
O=C(CN1C(=O)C2CCCCC2C1=O)N1CCN(c2ccccc2)CC1 (stereo not drawn)	2	8	12%	0.3	8%[57.1 µM]	-1%	0.0	12%	-4%
